APJ antag: blocks the human apelin receptor APJ; P35414; CHO-K1 APJ beta-arrestin complementation, luminescence; inhibition, % at 20 µM; actives 0.32% (n = 330,000); AID 2521;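 active means inhibition above about 40% at 20 µM, limit read from the data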;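 further: cells challenged with 10 nM apelin-13 agonist together with compound; plate controls were apelin-13 plus DMSO wells for no effect and DMSO wells lacking apelin-13 for full effect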
Target sequence (P35414 whole entry, looked up): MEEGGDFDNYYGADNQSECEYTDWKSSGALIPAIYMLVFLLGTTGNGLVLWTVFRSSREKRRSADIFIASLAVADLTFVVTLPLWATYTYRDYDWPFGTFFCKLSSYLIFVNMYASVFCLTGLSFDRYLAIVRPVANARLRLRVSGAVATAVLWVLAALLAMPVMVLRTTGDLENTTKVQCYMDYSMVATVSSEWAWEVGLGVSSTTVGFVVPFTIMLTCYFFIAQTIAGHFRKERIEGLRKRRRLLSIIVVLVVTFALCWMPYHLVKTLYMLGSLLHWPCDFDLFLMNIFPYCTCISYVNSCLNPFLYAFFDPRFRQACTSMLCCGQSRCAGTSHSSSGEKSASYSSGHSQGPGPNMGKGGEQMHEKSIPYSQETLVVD
NALP3 yeast inh: inhibitors of NALP3 inflammasome in yeast. Yeast reconstituted NLRP3/ASC/caspase-1, beta-gal luminescence, 24 h. inhibition, % at 10 µM. actives 0.39% (n = 330,000). AID 2825;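 active means inhibition of 50% or more; inactive means inhibition below 50%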;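 further: plate controls were induced DMSO wells for no effect and uninduced yeast grown without galactose for full effect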
TIM10 inh: TIM10 yeast growth inhibition; AID 463195; inhibition, % at 10 µM; actives 1.4% (n = 330,000); S. cerevisiae TIM10 strain growth, BacTiter-Glo luminescence, 24 h;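 active means inhibition of 40% or more at the single tested concentration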;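 further: wild-type TIM10 isogenic control strain grown at permissive 25 °C; 0% = DMSO yeast wells and 100% = minimal medium wells without yeast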
APJ agonist: APJ receptor agonism; P35414; CHO-K1 APJ PathHunter beta-arrestin, luminescence; 0% DMSO wells, 100% apelin; activation, % at 20 µM; actives 0.11% (n = 330,000); AID 2520;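 active means activation more than six SD over the plate average, tested at 20 µM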;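 further: 0% = DMSO alone and 100% = apelin-13 at 10 nM; some results filed as inactive read as strong as hits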
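Assay system: engineered CHO-K1 APJ arrestin reporter cells; Amount: 1000 CHO-K1 reporter cells seeded per well; Dosing: one dose, 20 µM compound, 1% DMSO; Times: compound stimulation 90 min at 25 °C, detection 60 min; Measured by: luminescent beta-gal fragment complementation, chemiluminescent substrate; Read-out: APJ–arrestin association signal; Controls: DMSO vs Apelin-13 10 nM.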
tim23-1 inh: inhibits growth of tim23-1 mutant yeast; S. cerevisiae tim23-1 growth, BacTiter-Glo luminescence, 24 h; AID 463212; actives 1.3% (n = 330,000); inhibition, % at 20 µM;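 active means growth inhibition of the mutant yeast at or above 50%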;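 further: temperature-sensitive mutant grown at 25 °C; plate controls were DMSO-treated mutant yeast for no effect and medium wells lacking yeast for full effect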
NR3A LBD binder: modulators (binders) of human NR3A ligand-binding domain. Tm shift relative to glycine control, % at 25 µM. AID 1259313. actives 2.5% (n = 340,000). NR3A LBD differential scanning fluorimetry, Tm shift; 0% = protein alone, 100% = glycine-bound protein;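 active means melting temperature shift of at least 10% of the positive control shift, at one fixed dose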
tim10-1 inh: inhibits growth of tim10-1 mutant yeast | inhibition, % at 20 µM | S. cerevisiae tim10-1 ts strain growth, BacTiter-Glo, 24 h | actives 2.2% (n = 330,000);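 active means inhibition of at least 40%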;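 further: mutant grown at 25 °C; 0% = DMSO wells with yeast and 100% = wells holding no yeast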
MIN6 prolif: MIN6 beta-cell proliferation induction; MIN6 cells proliferation, ATPlite luminescence, 48 h; cells starved in 0.2% serum; 100% = growth in 10% serum; proliferation, % at 10 µM; AID 2380; actives 0.29% (n = 330,000);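 active means compounds whose signal lies at least 3.5 SD above the mean of all wells on their plate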;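 further: 0% = DMSO-treated cells in low-serum medium and 100% = 10% serum control; some compounds called inactive have numbers as strong as hits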
MPTP inh: inhibitors of mitochondrial permeability transition pore | isolated mouse mitochondria, Ca2+ swelling absorbance, 30 min | inhibition, % at 10 µM | actives 1.4% (n = 360,000);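 active means inhibition of 50% or more, scaled per plate between neutral and stimulator controls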;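 further: 0% = DMSO wells given calcium and 100% = 1 mM EGTA wells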
Numbers without * were called inactive; x = not tested or not shown.

Every second line gives: APJ antag	NALP3 yeast inh	TIM10 inh	APJ agonist	tim23-1 inh	NR3A LBD binder	tim10-1 inh	MIN6 prolif	MPTP inh
Cc1ccc(N2CC(C(=O)Nc3ccncc3)CC2=O)cc1 (centres undefined)
    -14.8	15.6	-13.1	-6.0	11.7	-0.2	5.0	1.8	1.4
Cc1cc(=O)oc2c1c(C)nn2-c1cccc(Cl)c1
    -1.1	-8.0	6.9	-0.2	44.0	0.8	37.6	-0.7	0.1
Cc1ccccc1P(=O)(CO)c1ccccc1C
    14.0	0.8	-7.7	-4.0	9.2	-0.4	5.1	-1.8	1.6
CC(C)Oc1ccc(C(=O)CCN2CCCCC2)cc1
    12.8	9.6	-2.3	-0.9	19.1	-1.4	22.7	-6.0	0.1
O=C(Nc1cc([N+](=O)[O-])ccc1O)c1ccc2c(c1)C(=O)N(Cc1ccco1)C2=O
    28.7	26.9	-1.7	-8.7	-0.3	6.1	-20.1	-3.4	34.2
Cc1ccc(-c2nn(C)c(=O)c3ccccc23)cc1CNS(C)(=O)=O
    -5.8	9.0	-17.7	-3.6	10.0	0.6	2.3	-4.2	0.1
O=C(Nc1ccc(F)cc1)C(Cc1ccccc1)n1cccc1 (centres undefined)
    -13.2	-6.1	11.5	1.3	46.8	-1.4	29.4	-1.9	33.2
COc1ccccc1NC=C1C(=O)OC(C)(C)OC1=O
    -10.9	-12.4	-0.4	0.1	17.3	-0.4	16.0	-2.1	0.3
COc1ccc(C(=O)NC(=S)NCC2CCCO2)cc1 (centres undefined)
    9.3	6.4	11.5	0.2	7.6	-7.7	3.7	0.0	0.8
COc1ccccc1CNc1ccc(Br)cn1
    11.1	21.8	-14.2	-2.7	21.1	6.1	22.4	0.9	-0.4
CSc1ccc(CN2CCC(Oc3ccc(C(=O)N4CCCC4)cc3)CC2)cc1
    -30.2	23.2	-35.1	-0.4	0.6	0.3	31.7	-3.4	-1.9
c1ccc(CSc2nc3ccccc3[nH]2)cc1
    4.0	8.1	17.6	-4.5	11.6	-1.6	-12.1	-3.9	2.8
CCOC(=O)C(C)Sc1ncc(OC)c(Sc2ccc(Cl)cc2)n1 (centres undefined)
    7.3	14.9	10.7	-5.2	27.9	-2.6	11.9	-5.2	-1.6
O=S(=O)(c1ccc(F)cc1)N1CCC2(CC1)OCCO2
    -9.4	-0.9	0.0	0.9	5.4	0.5	-12.8	-0.3	0.2
C/C(=N\NC(=O)c1cccc(C)c1)c1ccc(N2CCOCC2)cc1
    18.7	6.2	-5.5	-4.2	-1.5	1.2	12.4	-0.5	-0.2
CC(C)[C@H](NC(=O)c1ccco1)C(=O)OCC(=O)N(C)c1ccccc1
    -0.3	-1.4	-19.1	0.0	6.3	-2.2	-2.8	-2.9	0.1
COc1ccc(C(=O)N2CCCC(c3nc(-c4cccs4)no3)C2)cc1 (centres undefined)
    -7.6	17.0	18.9	-1.9	35.0	-1.1	-3.0	-3.1	-0.8
O=C(C1=C(O)C(=O)N(CCN2CCOCC2)C1c1ccccn1)c1cccs1 (centres undefined)
    -12.0	-2.5	-13.3	-0.2	10.2	0.0	5.1	-0.1	4.8
O=C(Nc1nncs1)c1c(F)c(F)c(F)c(F)c1F
    16.8	-1.1	2.7	-0.5	0.1	-1.7	4.9	0.2	1.2
CC(C)Oc1ccc(CCc2nnc(SCC(=O)O)n2-c2ccccc2)cc1
    3.0	8.6	10.0	-3.0	9.4	-4.0	-9.2	-1.0	-0.8
CCCN(CCC)S(=O)(=O)c1ccc(NS(=O)(=O)c2ccc(F)cc2)cc1
    0.6	-7.9	24.6	-4.5	27.0	-7.7	24.9	-1.1	2.7
CC(=O)c1cccc(Nc2nc(-c3cccc([N+](=O)[O-])c3)cs2)c1
    51.8*	8.3	16.1	-18.0	1.6	19.7*	31.4	-3.6	93.6*
CC(C)N(CCCNC(=O)c1ccc(CS(=O)(=O)c2c(Cl)cccc2Cl)o1)Cc1ccccc1
    -11.5	5.9	-4.6	-4.2	6.1	0.1	23.3	-1.8	-0.6
CC(Oc1ccc(Cl)cc1)C(=O)NNC(=S)NC(=O)c1ccco1 (centres undefined)
    16.2	35.5	-11.2	-9.0	16.4	-18.9	-3.7	-3.6	-1.0
CC(C)(C)c1nc(NCC2CCCO2)c2nnn(Cc3ccccc3)c2n1 (centres undefined)
    -2.2	29.5	17.8	-2.7	14.6	3.1	18.5	0.8	-0.4
Cc1cccc(Cc2nnc(CCC(=O)N3CCCC(CN4CCOCC4)C3)o2)c1 (centres undefined)
    19.8	12.0	5.2	-2.6	2.0	-0.4	14.3	6.0	0.9
Cc1cc(C)n(Cc2ccc(C(=O)Nc3cccc(Br)c3)o2)n1
    3.7	20.2	29.6	-2.3	43.5	-3.5	37.6	0.0	-0.3
COC(=O)c1c(NC(=O)c2cccs2)sc2c1CCCC2
    1.5	22.0	9.2	-1.0	33.0	0.7	16.1	-3.8	3.6
O=C(Nc1cccc(-c2csc(Nc3cccc(C(F)(F)F)c3)n2)c1)c1ccccc1
    -0.6	16.8	29.9	-0.5	26.0	29.3*	25.8	-9.1	1.5
O=C(C1CCN(S(=O)(=O)c2cccs2)CC1)N1CCN(c2ccccc2)CC1
    -2.1	13.9	-0.4	-1.1	15.8	3.3	15.5	-4.1	1.4
O=C(c1ccc(NC(=O)C2(c3ccccc3)CCCC2)cc1)N1CCOCC1
    -16.4	1.6	1.2	1.8	5.3	0.9	0.4	0.0	2.4
CC(C)c1nnc(NC(=O)CCC(=O)Nc2ccc(Cl)cc2)s1
    10.7	-7.2	-16.2	4.0	-4.6	-2.6	9.0	-2.5	0.5
CCCCC(CC)C(=O)Nc1ccccc1C(=O)NC(C)C (centres undefined)
    24.6	3.0	15.5	-0.7	31.7	4.8	10.7	-0.5	-2.1
COC(=O)C1=NN(C(C)(C)CC(C)=O)C2C(=O)N(C3CCCCC3)C(=O)C12 (centres undefined)
    -5.4	13.0	16.3	-1.7	13.0	-1.0	-3.6	-0.7	0.2
COc1ccc(NC(=O)CCS(=O)(=O)c2cc3c(cc2Cl)NC(=O)CO3)cc1OC
    19.8	8.7	-3.3	-5.5	13.6	0.1	13.8	1.5	-2.0
O=C(NC1CC1)C1=COCCO1
    7.4	8.8	-0.9	-2.1	4.8	-0.1	3.3	-1.7	-0.5
C/C(=N\NC(=O)c1ccc(F)cc1)c1ccc(N2CCOCC2)cc1
    -0.1	9.2	-5.3	-6.9	15.1	-0.3	11.1	-1.9	-1.2
NNC(=O)c1ccccc1-n1cccc1
    -16.7	10.8	-2.4	-0.4	26.4	1.7	18.0	-1.6	0.0
O=C(O)CCC(=O)Nc1ccc(Oc2ncnc3cc(Cl)ccc23)nc1
    11.3	10.2	4.2	-3.3	3.1	-0.2	-13.3	-1.0	3.0
NC(=O)c1ccc(N=Nc2c(O)c3ccccc3[nH]c2=O)cc1
    7.7	0.7	1.7	1.4	-4.5	x	-45.4	-6.2	x

Fetched by structure from above (2):
Every second line gives: APJ antag	NALP3 yeast inh	TIM10 inh	APJ agonist	tim23-1 inh	NR3A LBD binder	tim10-1 inh	MIN6 prolif	MPTP inh
O=C(c1ccc(NC(=O)C2(c3ccccc3)CCCC2)cc1)N1CCOCC1
    -16.4	1.6	1.2	1.8	5.3	0.9	0.4	0.0	2.4
O=C(O)CCC(=O)Nc1ccc(Oc2ncnc3cc(Cl)ccc23)nc1
    11.3	10.2	4.2	-3.3	3.1	-0.2	-13.3	-1.0	3.0

Next part.
Every second line gives: APJ antag	NALP3 yeast inh	TIM10 inh	APJ agonist	tim23-1 inh	NR3A LBD binder	tim10-1 inh	MIN6 prolif	MPTP inh
Cc1cc(C)nc(-n2ncc(C#N)c2N)n1
    5.1	12.9	-4.6	-0.7	14.6	0.4	7.9	-2.8	-0.9
CCOC(=O)C1=C(CCl)NC(=O)NC1c1ccc2c(c1)OCO2 (centres undefined)
    -0.2	8.7	-5.6	-3.4	3.1	0.0	-1.5	-4.9	-1.0
COC1(c2cc(-c3ccccc3)nc(N)n2)CCCCC1
    16.3	-17.7	11.6	-0.8	35.1	-0.7	18.5	-1.2	-6.6
COc1ccc(OCC(=O)N2CCN(c3nnc(-c4ccc(C)cc4)c4ccccc34)CC2)cc1
    24.0	3.0	8.6	1.6	2.5	0.2	-9.4	-4.5	60.5*
O=C(/C=C/c1c(F)cccc1Cl)Nc1ncccn1
    -1.1	12.8	13.5	2.8	23.3	-1.3	12.8	-0.9	0.3
Cc1nc(SCC(=O)c2ccc(F)cc2)c([N+](=O)[O-])[nH]1
    18.9	6.4	-7.6	-1.9	13.1	1.8	19.1	3.0	-0.7
O=C(CCC(=O)OCc1ccc(Cl)cc1)Nc1cccc([N+](=O)[O-])c1
    12.8	-12.5	20.7	-3.3	32.7	-4.4	25.6	-1.2	8.8
Cc1nn(C)c(C)c1C1C(C#N)=C(N)OC2=C1C(=O)CC(C)(C)C2 (centres undefined)
    -3.4	-3.0	-1.5	1.7	6.4	4.4	20.5	0.3	0.5
O=c1ccc2c(o1)/C(=C/C=C(Cl)Cl)CCC2
    10.3	11.9	-15.6	-2.6	18.6	0.4	2.5	0.1	-1.4
COc1cc(/C=C/C(=O)c2ccccc2O)cc(OC)c1OC
    -8.4	25.4	37.1	-4.9	62.1*	2.1	53.5*	-1.4	-0.3
CCCCC1CC(C)(C(=O)CSc2nc3ccccc3s2)OC1=O (centres undefined)
    11.9	5.3	3.8	0.3	40.3	-6.0	21.0	-0.7	1.7
CC1=C(C(=O)NCc2ccc3c(c2)OCO3)C2(CCC(C)CC2)OC1=O (centres undefined)
    -8.3	19.1	7.8	3.8	35.6	0.1	28.4	-2.9	-1.5
CN(C)S(=O)(=O)c1cc(NC(=O)c2ccc(-n3ccnc3)c([N+](=O)[O-])c2)ccc1Cl
    -10.2	-0.8	18.4	3.1	-1.9	-8.6	-3.1	-0.7	5.3
Cc1cc(C)c2c(N)c(C(=O)Nc3ccccc3Cl)sc2n1
    10.4	16.0	14.2	2.7	15.7	-1.7	-8.8	-0.6	1.3
